TDP-43 yeast inh – qHTS of TDP-43 Inhibitors; TDP-43 expressing yeast growth rescue, BacTiter-Glo, 24 h; Potency, µM (highest dose often 46.1 µM), for inactives: top-dose growth rescue (activation), hits mostly activators; 1.8% of 410,000 active; AID 652104, 2013; further: % of control where 0% means no effect; nearly all actives have a fitted effect of over 50% in size
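Readout is BacTiter-Glo luminescence of cell growth, so inhibitors register as activators. TDP-43-expressing yeast at OD600=0.02 in galactose medium, after raffinose pregrowth to mid-log, were incubated with compound for 24 hr at 30 deg C.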
aSyn yeast inh – qHTS of alpha-syn Inhibitors; Yeast expressing alpha-synuclein, growth rescue, BacTiter-Glo, 24 h; Potency, µM (titrated, usually from 46.1 µM), for the others: top-dose growth rescue (activation), actives largely listed as activators; 0.14% of 370,000 active; AID 652106, 2013; further: % of control where 0% means no effect; nearly all actives have a fitted effect of over 65% in size
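Readout is rescue of growth in alpha-synuclein-expressing yeast, so inhibitors of toxicity appear as activators. Growth after 24 hr at 30 deg C in galactose medium is quantified by luminescence.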
PTHR1 agonist – qHTS for PTHR1 Agonists: Primary Screen | HEK293 GP2 PTHR1 cells, GloSensor cAMP luminescence, 1 h | Potency, µM (series often up to 115 µM), for the others: at the top dose activation, most hits filed as activators | 0.075% of 410,000 active; further: nearly all actives have a fitted effect of over 55% in size; some results filed as inactive show a strong effect at the top dose; inactives centre near -15; many of its hits are not listed in these tables
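HEK-293-derived GP2 cells expressing PTHR1 and a GloSensor cAMP reporter, 3,000/well, plated overnight, given luciferin plus IBMX (each 0.5 mM as added) for 1 h at 37 °C, then compound for 1 h at 37 °C. Luminescence was read after 15 min at room temperature.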
EPAC1 ag – qHTS for Agonist of cAMP-regulated guanine nucleotide exchange factor 3 (EPAC1): primary screen; Rap guanine nucleotide exchange factor 3 (Homo sapiens), O95398; EPAC1 agonist qHTS, biochemical assay; response scale: 100% = response to 6.5 mM cAMP; Potency, µM (doses to about 154 µM), without a hit: at the top dose activation, hits mostly activators; 0.073% of 360,000 active; further: nearly all actives have a fitted effect of over 60% in size
Target sequence (O95398 whole entry, looked up): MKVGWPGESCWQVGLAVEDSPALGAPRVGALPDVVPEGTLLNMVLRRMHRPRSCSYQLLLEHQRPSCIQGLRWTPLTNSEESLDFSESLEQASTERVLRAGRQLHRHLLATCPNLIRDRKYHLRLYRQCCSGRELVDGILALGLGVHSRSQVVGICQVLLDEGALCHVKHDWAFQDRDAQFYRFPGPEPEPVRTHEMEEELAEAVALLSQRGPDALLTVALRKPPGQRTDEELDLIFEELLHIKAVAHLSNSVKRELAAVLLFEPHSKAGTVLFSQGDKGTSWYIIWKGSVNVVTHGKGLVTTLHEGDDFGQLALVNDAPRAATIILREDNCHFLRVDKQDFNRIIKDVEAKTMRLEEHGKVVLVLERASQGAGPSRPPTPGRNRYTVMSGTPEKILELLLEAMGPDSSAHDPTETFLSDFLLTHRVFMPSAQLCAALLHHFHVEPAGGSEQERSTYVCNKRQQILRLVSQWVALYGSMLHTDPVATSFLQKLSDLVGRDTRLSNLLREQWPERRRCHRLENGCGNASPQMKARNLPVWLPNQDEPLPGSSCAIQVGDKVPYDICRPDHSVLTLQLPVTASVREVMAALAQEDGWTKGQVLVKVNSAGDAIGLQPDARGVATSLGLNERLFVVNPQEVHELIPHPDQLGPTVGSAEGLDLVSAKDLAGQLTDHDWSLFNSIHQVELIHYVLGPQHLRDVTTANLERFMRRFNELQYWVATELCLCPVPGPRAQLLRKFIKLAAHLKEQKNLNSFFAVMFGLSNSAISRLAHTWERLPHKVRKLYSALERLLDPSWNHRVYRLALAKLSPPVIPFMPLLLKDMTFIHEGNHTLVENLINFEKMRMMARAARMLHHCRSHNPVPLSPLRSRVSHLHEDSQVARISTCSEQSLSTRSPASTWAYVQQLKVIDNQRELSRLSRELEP
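Multi-concentration qHTS readout: loss of Rap1B-bound BODIPY-GDP fluorescence driven by 100 nM EPAC1 with excess GDP (50 uM), monitored kinetically at room temperature; agonist response expressed relative to 6.5 mM cAMP.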
EPAC2 antagonist – qHTS for Antagonist of cAMP-regulated guanine nucleotide exchange factor 2 (EPAC2): primary screen. Potency, µM (doses to about 114 µM), for inactives: at the top dose activity, negative = inhibition, actives largely listed as inhibitors. EPAC2 GEF exchange of Rap1B-BODIPY-GDP, fluorescence. Rap guanine nucleotide exchange factor 4 (Homo sapiens), Q8WZA2. 0.18% of 360,000 active. AID 720708, 2013; further: on the % scale 0 is the no-effect control and ±100 the full control effect; nearly all actives have a fitted effect of over 45% in size; many of its hits are not listed in these tables
EPAC1 antagonist – qHTS for Antagonist of cAMP-regulated guanine nucleotide exchange factor 3 (EPAC1): primary screen | Rap guanine nucleotide exchange factor 3 (Homo sapiens), O95398 | EPAC1 GEF assay, Rap1b-BODIPY-GDP exchange fluorescence | Potency, µM (highest dose often 115 µM), without a hit: at the top dose activity change, negative = inhibition, most hits filed as inhibitors | 0.14% of 360,000 active;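 further: plate controls were vehicle for no effect and positive control for full effect; nearly all actives have a fitted effect of over 50% in size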
FUS suppressor – qHTS for Suppressors of FUS Proteinopathy: Primary screen using FUS-linked yeast assay; S. cerevisiae FUS-expressing, growth rescue, OD600, 24 h; Potency, µM (titrated, usually from 76.6 µM), without a hit: at the highest dose growth rescue (activation), hits mostly activators; 0.24% of 390,000 active; AID 1347120, 2019;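 further: plate controls were DMSO vehicle for no effect and reference control for full effect; nearly all actives have a fitted effect of over 55% in size; some results filed as inactive show a strong effect at the top dose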
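Steps: raffinose overnight preculture; dilution to OD 0.005 in 2% galactose minimal medium; compound addition (concentration series); 24hr at 30C, 99% humidity; absorbance read at 600 nm.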
EPAC2 agonist – qHTS for Agonist of cAMP-regulated guanine nucleotide exchange factor 4 (EPAC2): primary screen; 0.079% of 360,000 active; Potency, µM (highest dose often 154 µM), for inactives: at the top dose activation, actives largely listed as activators; Rap guanine nucleotide exchange factor 4 (Homo sapiens), Q8WZA2; EPAC2 activation, biochemical qHTS; response scale: 100% = 6.5 mM cAMP response; AID 720711, 2013; further: nearly all actives have a fitted effect of over 50% in size
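Nucleotide exchange monitored as fluorescence drop when BODIPY-GDP leaves Rap1B. Reaction: 100 nM EPAC2, 250 nM RAP1B-BODIPY-GDP, 50 uM GDP, room temperature, kinetic read over 30 min. Activity expressed relative to 6.5 mM cAMP.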
Numbers without * were called inactive; i = inactive; ? = inconclusive; nt = no result given; & = joins results of further samples; [ ] = dose if it differs, or a comment. The call rests on the fitted dose curve; in most records, active means well fitted curve in the direction sought with a large enough effect; inconclusive means small, poorly fitted or top-dose-only effect, or another doubt; inactive means no such curve, though single readings can be large; an effect the other way counts as inactive or inconclusive. Potency means the concentration at half of the fitted maximal effect. This is a subset; the hit share may differ from the screen's.

Start of the listing, in advance (four entries):
SMILES	TDP-43 yeast inh	aSyn yeast inh	PTHR1 agonist	EPAC1 ag	EPAC2 antagonist	EPAC1 antagonist	FUS suppressor	EPAC2 agonist
Cc1cc(C)cc(OCC(=O)NC2CCCc3ccccc32)c1 (configuration not stated)	0.0%	19.2%	-16.6%	8.5%	-13.5%	-19.3%	22.1%	29.7%
CNC(=O)c1cccc(NC(=O)C(C)c2ccc3cc(OC)ccc3c2)c1 (configuration not stated)	-12.0%	4.3%	-14.4%	-4.1%	-14.2%	?	12.1%	13.5%
COc1ccc(-c2nc(SC(C)C(=O)NC3CC3)n[nH]2)cc1 (configuration not stated)	0.0%	1.1%	-22.7%	8.7%	11.0%	11.1%	-6.3%	-3.1%
C[C@@]12C(=O)Nc3cc(F)ccc3C(=O)N1[C@H]1c3ccccc3OC[C@@H]1[C@@H]2c1ccccc1	?	-12.8%	-9.8%	2.1%	-17.2%	?	25.1%	3.8%

Main list, repeating the preview:
SMILES	TDP-43 yeast inh	aSyn yeast inh	PTHR1 agonist	EPAC1 ag	EPAC2 antagonist	EPAC1 antagonist	FUS suppressor	EPAC2 agonist
Cc1cc(C)cc(OCC(=O)NC2CCCc3ccccc32)c1 (configuration not stated)	0.0%	19.2%	-16.6%	8.5%	-13.5%	-19.3%	22.1%	29.7%
CNC(=O)c1cccc(NC(=O)C(C)c2ccc3cc(OC)ccc3c2)c1 (configuration not stated)	-12.0%	4.3%	-14.4%	-4.1%	-14.2%	?	12.1%	13.5%
COc1ccc(-c2nc(SC(C)C(=O)NC3CC3)n[nH]2)cc1 (configuration not stated)	0.0%	1.1%	-22.7%	8.7%	11.0%	11.1%	-6.3%	-3.1%
C[C@@]12C(=O)Nc3cc(F)ccc3C(=O)N1[C@H]1c3ccccc3OC[C@@H]1[C@@H]2c1ccccc1	?	-12.8%	-9.8%	2.1%	-17.2%	?	25.1%	3.8%
O=S1(=O)C=C(SCc2ccc(Cl)c(Cl)c2)Nc2ccccc21	-1.7%	-0.5%	-74.3%[inhibitor]	13.7%	-23.7%	-17.0%	-5.3%	20.9%
O=C(c1ccc(Cl)c(S(=O)(=O)N2CCOCC2)c1)N1CCCCC1	-17.8%	-2.9%	i	4.3%	23.3%	-5.1%	2.2%	11.1%
COc1ccc(CCNC(=O)COC(=O)c2cc(OC)c(OC)cc2OC)cc1OC	12.0%	6.3%	i	6.1%	2.6%	-3.2%	9.2%	3.5%
Cc1ccc(C(=O)Oc2cccc(NC(=O)c3ccccc3)c2)cc1C	11.6%	0.0%	i	16.2%	-6.2%	-20.2%	nt	6.1%
CCCN1Cc2cccc(C(=O)NCCCOC(C)C)c2C1=O	-0.5%	-5.1%	i	-1.5%	-6.2%	0.8%	25.7%	2.5%
O=C(O)CCc1ccc(-c2ccc(Cl)cc2)n1NC(=O)c1ccc(O)cc1	6.4%	-7.2%	0.1%	6.8%	-0.5%	-9.2%	-25.7%	10.4%
COc1ccc(N2CCN(S(=O)(=O)c3ccc(C4CCCCC4)cc3)CC2)cc1	18.6%	-1.1%	-19.3%	nt	nt	nt	-8.1%	nt
O=C(c1cccc(S(=O)(=O)N2CCc3ccccc3C2)c1)N1CCN(c2ccc(O)cc2)CC1	2.9%	0.0%	-18.4%	5.3%	-11.5%	1.3%	23.8%	-5.3%
C[C@@H](C(=O)Nc1ccc2ccccc2c1)[C@H]1C[C@]1(C)[C@H](NS(=O)(=O)c1ccccc1)c1ccccc1	9.7%	7.2%	i	7.3%	-10.6%	9.9%	?	-1.1%
CCN1CCN(Cc2ccc(NC(=O)c3ccc(C)c(/C=C/c4cnc(Nc5cc(N6CCNCC6)nc(C)n5)cn4)c3)cc2C(F)(F)F)CC1	14.6%&-74.5%	2.4%&-47.4%	-18.1%	-13.1%&-1.9%	9.1%&47.8%	9.5%&-23.3%	27.5%&24.2%	-21.1%&15.9%
CC(C)(C)c1ccc(C(=O)NC(=O)CSc2n[nH]c(N)n2)cc1	13.0%	0.2%[1.84 µM]	?	-2.7%	3.8%	1.7%	-4.0%	0.7%
COc1cccc(NC(=O)c2sc3nc(N4CCOCC4)c4c(c3c2N)CC(C)(C)OC4)c1	13.0%	-3.7%	-6.4%	nt	nt	nt	-6.8%	nt
Cn1c(=O)oc2cc(S(=O)(=O)Nc3ccc(Cl)cc3F)ccc21	-0.1%	0.4%	-21.3%	6.2%	-24.5%	-11.1%	-22.2%	10.9%
Cc1cccc2cc(COC(=O)c3ccccn3)c(=O)[nH]c12	-5.5%	-1.5%	i	7.2%	11.3%	4.6%	-12.9%	-84.1%[inhibitor][15.6 µM]
COc1ccc(-c2n[nH]c(=S)nc2-c2ccc(OC)cc2)cc1	18.1%	-0.4%	-0.5%	14.3%	-8.9%	1.9%	-2.9%	7.1%
Cc1ccc(C(=O)N/C(=C\c2cccnc2)C(=O)N2CCCC2)cc1	-32.3%[inhibitor]	5.2%	?	-1.3%	14.2%	-4.8%	-0.8%	15.4%
Cc1cccc(NS(=O)(=O)c2cc3c(cc2C)NC(=O)CO3)c1	-16.9%	-2.1%	-19.3%	-33.7%[inhibitor]	-6.2%	-30.6%	-2.7%	10.1%
CCCCN(C(=O)CCC(=O)Nc1cc(C)on1)C(C(=O)NC1CCCC1)c1ccccc1OCC (configuration not stated)	-16.0%	1.3%	i	-8.9%	0.9%	-13.3%	38.7%	-0.4%
CCOc1ccc(-c2c(C(=O)N/N=C/c3ccc(Cl)cc3)nnn2-c2nonc2N)cc1	20.0%	-1.5%	-9.2%	1.2%	-7.4%	-15.1%	4.7%	-0.4%
COc1cc(/C=N/Nc2ccccc2[N+](=O)[O-])ccc1OC(=O)c1ccccc1F	-13.8%[0.397 µM]	-5.0%	-16.0%	-11.6%	-13.3%	-10.2%	5.7%	4.3%
CCOc1ccc(/C=c2\sc3nc(-c4ccco4)nn3c2=O)cc1OCC	-2.1%	0.2%	i	0.3%	1.2%	-9.5%	-31.4%	-7.6%
COc1cc(CC(=O)NCc2ccc3c(c2)OCO3)cc(OC)c1OC	16.1%	3.7%	-6.0%	2.9%	0.1%	-1.2%	6.0%	-3.5%
O=c1c2ccccc2[nH]c(=S)n1CCCn1ccnc1	-2.1%	1.5%	i	6.8%	6.8%	1.9%	-4.0%	10.2%
COc1ccc(NC(=O)Nc2cc(-c3cn4cccnc4n3)ccc2C)cc1	15.6%	0.1%	i	nt	nt	nt	-27.3%	nt
CC(=O)Nc1ccc(S(=O)(=O)Nc2ccc3c(c2)n(C)c(=O)n3C)c(C)c1	-8.1%&6.6%	5.4%	17.1%	6.5%	4.1%	7.5%	18.2%&-4.4%	7.5%
CC(C)(C)OC(=O)[C@H](Cc1ccccc1)NC(=O)c1nc[nH]c1C(=O)N1CCc2ccccc2C1	20.5%	11.5%	i	1.9%	-17.9%	-19.6%	44.2%	3.4%
O=C1c2ccccc2[C@@H]2C[C@@H](O)[C@H](Nc3cccc(C(F)(F)F)c3)CCN12	0.7%	3.4%	12.1%	-11.8%	14.1%	6.0%	-16.4%	4.0%
CC(C)c1nnc(NC(=O)C2CCCN2C(=O)Nc2ccc(F)cc2)s1 (configuration not stated)	-5.6%	1.1%	i	-3.0%	9.3%	6.9%	-25.2%	5.7%
Cc1cc(C)c2cc(C#N)c(NCCCNC(=O)CCC(=O)O)nc2c1	3.0%	-15.9%	-24.5%	-0.8%	7.5%	4.2%	4.3%	4.4%
Oc1ccc(Br)cc1/C=N/NC(=S)NCCc1ccccc1	14.5%	16.2%	-19.6%	9.5%	2.8%	-7.0%	11.4%	7.0%
CCOC(=O)c1cnc(-c2ccccc2O)nc1Cl	-7.8%	-4.6%	-18.9%	2.9%	1.5%	13.8%	0.9%	7.5%
O=C(NCCc1cccs1)C1CC(c2cccc(F)c2)=NO1 (configuration not stated)	7.8%	6.2%	i	-9.6%	0.4%	8.9%	-15.3%	14.9%
O=C(O)CCN1C(=O)NC2(CCCC2)C1=O	-8.0%	-2.6%	i	0.0%	3.9%	?	2.3%	0.0%
Cc1ccc(-c2cn3cc(C)ccc3n2)cc1	30.0%	?	-44.5%[inhibitor]	-3.8%	5.3%	-11.8%	-1.8%	-7.7%
Cc1cccc(CN2CCc3c(OCC(=O)NCc4ccco4)cccc3C2=O)c1	13.3%	13.3%	-28.9%	1.6%	-1.5%	-2.4%	nt	-1.3%
CCCCCCOc1ccc(C(=O)O)cc1C#N	22.4µM*	-17.2%	i	0.9%	-2.6%	9.6%	nt	8.8%
Cc1ccc(Cn2ccc(=O)c(OCc3ccccc3)c2C)cc1	-1.7%	-3.6%	i	-6.8%	6.4%	7.6%	2.1%	-2.2%
NS(=O)(=O)c1ccc(CNC(=O)c2ccc(NS(=O)(=O)c3cccs3)cc2)cc1	8.6%	2.5%	-4.9%	-6.4%	5.6%	-11.9%	9.9%	-2.1%
Cc1c(C#N)c2ccccc2n1CC(=O)N1CCc2ccccc2C1	23.9%	-1.1%	-7.3%	3.0%	6.7%	7.4%	1.0%	13.3%
CCn1c(N)c(C(=O)NCCCOC)sc1=S	-2.8%	6.1%	i	5.8%	0.5%	2.7%	nt	2.7%
CC1(C)CC(=O)C2=C(C1)OC(N)=C(C#N)C2c1cccs1 (configuration not stated)	-28.8%	0.0%	-6.6%	3.0%	6.9%	-9.8%	6.6%	-3.0%
COCC(=O)N1CCC(Oc2ccc(C(=O)NCCc3ccncc3)cc2)CC1	-0.7%	-1.0%	-30.7%	2.6%	5.3%	-11.7%	16.3%	7.6%
CC(=O)Nc1ccc(Nc2cc(C)nc3c(-c4ccc(Cl)cc4)cnn23)cc1	3.16µM*	-0.3%	-42.8%[inhibitor]	-3.2%	7.6%	-3.1%	nt	-5.4%
CCCCN1CN(Cc2ccccc2)CNC1=S	-8.2%	0.4%	-10.5%	-12.1%	16.9%	3.4%	nt	3.6%
CCn1c(=O)c2ccccc2n(Cc2cccc(C)c2)c1=O	?	15.2%	2.5%	0.2%	-0.4%	?	16.3%	15.9%

Source: PubChem BioAssay
